# M1 antagonist – blocks the rat M1 muscarinic receptor response to acetylcholine; P08482; CHO-M1 cells, Fluo-4 calcium, ACh EC80 antagonist mode; active compounds read low; B-score at 10 µM; 3.4% of 64,000 active;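 active = calcium fluorescence response, raw or row-and-column corrected B-score, differing from the plate sample mean either way at a set confidence level, mostly lower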
# D1 allo mod – allosterically modulates the human D1 dopamine receptor | HEK293 D1, CRE-luciferase, dopamine EC30 potentiation; actives deviate in either direction | B-score at 10 µM | 5.9% of 58,000 active;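 active = luminescence count or its row- and column-corrected plate score outside the 99.7% band of the plate's sample wells, on either side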
# Target sequence (P21728 whole entry, looked up): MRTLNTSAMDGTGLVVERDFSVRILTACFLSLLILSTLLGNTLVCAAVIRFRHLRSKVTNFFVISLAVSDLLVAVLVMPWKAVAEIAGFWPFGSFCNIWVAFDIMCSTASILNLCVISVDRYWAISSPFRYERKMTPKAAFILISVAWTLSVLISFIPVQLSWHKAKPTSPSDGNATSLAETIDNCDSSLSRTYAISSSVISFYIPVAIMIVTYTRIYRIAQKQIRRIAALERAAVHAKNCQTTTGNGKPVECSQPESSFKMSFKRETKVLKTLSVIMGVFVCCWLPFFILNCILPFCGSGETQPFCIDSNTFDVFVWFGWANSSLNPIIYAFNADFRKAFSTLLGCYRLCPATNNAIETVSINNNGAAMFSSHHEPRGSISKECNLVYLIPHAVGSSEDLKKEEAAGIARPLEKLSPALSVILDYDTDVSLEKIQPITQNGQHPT
# NADH enzymes – blocks coupling enzymes of NAD/NADH assays; coupled PK/LDH NADH assays, four targets; IC50, µM (highest dose often 10 µM), for inactives: top-dose inhibition; 0.02% of 65,000 active;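 active = single-dose screening hits from any of four coupled enzyme assays that gave an IC50 when retested across doses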;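 also: the DPM-DC format reads NADH fluorescence rather than 340 nm absorbance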
# Jurkat viability – cytotoxic compounds reducing Jurkat cell viability. Jurkat E6.1 viability, ATP luminescence, 48 h. inhibition, % at 4 µM. 1.2% of 56,000 active. AID 463;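 active = inhibition above the mean inhibition of all tested compounds plus 3 SD, cut at about 28% in these data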
# TNAP act mid DEA – activators of human TNAP at intermediate phosphate acceptor | purified TNAP, CDP-star luminescence, 100 mM DEA, 30 min; active compounds read high; scale: 0 levamisole-inhibited, 1 vehicle-only enzyme | 64,000 tested, under 10 active | P05186 | activation factor at 20 µM | AID 813;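 active = activation factor of at least 2 at 20 µM, relative to controls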
# HEK293 NFkB inh – lowers PMA/ionomycin-induced NF-kB signal in HEK293 cells; HEK-293 NF-kB luciferase reporter, luminescence; inhibition, % at 3 µM; 0.21% of 62,000 active;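 active = inhibition above the mean of all tested compounds plus 3 SD, cut at about 40% in these data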;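 also: 0% = stimulated DMSO wells and 100% = 10 µM reference inhibitor 5653914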
#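 Material: HEK-293 cells with stable firefly luciferase reporter driven by four HIV NF-kB elements / Also added: PMA plus ionomycin mix as NF-kB-activating stimulus / Compound dosing: 3 µM once, 0.30% DMSO / Times: 1 h pretreatment, 16 h stimulation, 37 °C / Signal: luminescence / Evaluation: per-plate % inhibition versus controls / Benchmarks: DMSO and 10 µM reference inhibitor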
# tolC growth inh – growth inhibitors of E. coli BW25113 tolC mutant; 2.2% of 65,000 active; growth inhibition, % at 10 µM (by protocol); OD615;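 active = growth inhibition at or above a cutoff equal to the mean over every tested compound plus 3 SD, cut at about 60% in these data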;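 also: growth measured after 20 h incubation at 37 °C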
#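 Test system: E. coli BW25113 ΔtolC::kan bacteria | Medium: Kanamycin-containing LB broth (50 µg/mL) | Dosing: One dose of 10 µM final | Times: 20 h incubation with compound, 37 °C | Detection: Optical density read at 615 nm | Read-out basis: Percent growth inhibition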
# SF-1 act – SF-1 (human) activation. Q13285. CHO-K1 Gal4-SF-1 LBD luciferase reporter; % increase over DMSO SF-1-specific signal. activation, % at 10 µM. 1.9% of 65,000 active. AID 522;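 active = activation above the mean activation of all tested compounds plus 3 SD, cut at about 50% in these data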
# Target sequence (Q13285 whole entry, looked up, the tested form may be a part): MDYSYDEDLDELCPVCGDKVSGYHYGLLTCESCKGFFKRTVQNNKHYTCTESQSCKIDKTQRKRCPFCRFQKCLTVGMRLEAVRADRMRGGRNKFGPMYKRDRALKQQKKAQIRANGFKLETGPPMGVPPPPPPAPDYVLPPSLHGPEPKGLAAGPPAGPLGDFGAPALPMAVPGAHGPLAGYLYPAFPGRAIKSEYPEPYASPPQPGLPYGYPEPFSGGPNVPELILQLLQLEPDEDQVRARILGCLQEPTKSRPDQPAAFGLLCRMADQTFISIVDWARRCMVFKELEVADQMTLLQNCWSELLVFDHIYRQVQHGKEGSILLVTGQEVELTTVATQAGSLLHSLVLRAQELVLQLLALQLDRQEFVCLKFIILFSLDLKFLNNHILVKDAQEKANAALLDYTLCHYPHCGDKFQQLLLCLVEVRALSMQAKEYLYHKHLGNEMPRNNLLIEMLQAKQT
#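 System: CHO-K1 cells with Gal4–hSF-1 LBD chimera plus Gal4-driven luciferase; quantity: 4,000 CHO-K1 cells per well; compound: one dose, 10 µM compound, 1% DMSO; times: 20 h compound treatment, 37 °C; measured by: SteadyLite luciferase luminescence; read-out: percent activation versus DMSO; benchmarks: DMSO and mock-transfected background; replicates: one test per compound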
# M1 agonist – activates the M1 muscarinic receptor | 3% of 64,000 active | B-score at 10 µM | CHO-M1 cells, Fluo-4 calcium fluorescence, agonist mode; active compounds read high | AID 626;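 active = fluorescence rise, raw or as B-score row- and column-corrected plate score, outside the 99.7% band of its plate's samples, either direction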
# An asterisk follows results filed as active; / = no result given; [ ] = dose if it differs, or a comment.
SMILES,M1 antagonist,D1 allo mod,NADH enzymes,Jurkat viability,TNAP act mid DEA,HEK293 NFkB inh,tolC growth inh,SF-1 act,M1 agonist
CC(C)n1c(NCc2nc3ccccc3n2C)nc2ccccc21,/,-0.82,3%,2,1.9,19,28,12,/
O=C(CSc1ncnc2c1nnn2-c1ccc(F)cc1)NCc1ccco1,0.043,-1,0%,/,0.9,1,12,-6,0.0017
Cc1nc2sccn2c1-c1csc(NCc2ccccc2)n1,-1.6,-1.7,5%,67*,1,29,31,-38,8.3*
CCN(CC)C(=O)C1CCN(S(=O)(=O)c2ccc(C3CNC(=O)C3)cc2)CC1 (configuration not stated),-0.021,0.33,7%,10,1,16,-30,5,1.3
COc1ccc2nc(C)[nH]c(=O)c2c1,0.093,1.7,5%,-8,1,10,-19,8,0.86
Nc1cccc(-c2nc3ccccc3[nH]2)c1,0.96,-0.67,2%[fluoresces],-7,/,-7,-7,39,-0.079
O=C(C1CCN(S(=O)(=O)N2CCOCC2)CC1)N1CCc2ccccc21,-0.3,0.58,9%,6,1,23,-25,-10,0.16
CN(Cc1cc2ccccc2[nH]c1=O)C(=O)C1CCCCC1,-0.59,0.022,3%,1,1,22,-2,-20,-0.18
CC1CCN(c2nc3ccccc3nc2C(C#N)C(=O)OC2CCCCC2)CC1 (configuration not stated),1.5*,-0.44,6%,0,0.9,10,-4,-11,3.2
O=c1c2ccc(-c3nnc4n3-c3ccccc3SC4)cc2nc2n1CCCCC2,0.51,-1.6,2%,3,0.9,13,-6,8,-0.22
O=c1oc2ccccc2n1Cn1c(=O)oc2ccccc21,-0.39,-0.15,3%,-11,1,-4,-1,-4,0.025
O=C(CSc1nnc(-c2cccs2)n1-c1ccccc1)NCc1ccc2c(c1)OCO2,0.54,0.47,2%,-5,0.9,11,20,2,0.21
O=C(NCc1ccccn1)c1ccc2nc(-c3ccco3)c(-c3ccco3)nc2c1,0.29,7.6*,6%,2,0.9,15,17,-4,3.1*
Cc1ccc(S(=O)(=O)N2CCCC(C(=O)NC3=NCCS3)C2)cc1 (configuration not stated),0.094,-0.67,5%,7,0.8,1,9,5,-0.71
CCn1c(=O)cc(O)c2c(=O)n(C)c(=O)n(C)c21,0.26,0.38,4%,-7,1.1,2,-19,8,-0.24
O=C1C=C(N2CCN(C(=O)c3ccccc3)CC2)C2(CCCCC2)O1,0.011,-0.36,1%,-1,0.9,7,1,-11,0.048
CCN1CCN(Cc2nc3c(c(=O)n(C)c(=O)n3C)n2CC(=O)c2ccccc2)CC1,0.89,0.35,2%,7,1,24,-12,-10,-0.51
COCCOC(=O)c1c(C)oc2ccc(O)c(CN3CCC(C)CC3)c12,-1.6,-0.4,2%,-5,1,16,-10,12,0.73
CCOC(=O)c1c(C)[nH]c(C(=O)CSc2ccccc2)c1C,-0.17,-2.9*,5%,4,0.9,-50,15,12,-2
Cn1c(=O)c2c(nc(CN3CCC(Cc4ccccc4)CC3)n2CCN2CCOCC2)n(C)c1=O,-3,/,6%,4,0.9,11,1,-30,0.7
CC(C)(C)OC(=O)NCCc1nnc(S(=O)(=O)Cc2ccc(Cl)cc2Cl)o1,0.039,-0.32,4%,15,0.9,17,-2,-30,-0.95
CC1CCCCC1NC(=O)C1CCN(S(=O)(=O)N2CCOCC2)CC1 (configuration not stated),-0.015,-0.014,7%,-4,0.9,14,-7,2,-0.3
Cc1nnc(SCC(=O)Nc2cccc(C(F)(F)F)c2)[nH]c1=O,-0.033,0.95,4%,-3,1,8,-5,-20,0.61
Cc1cc(NC(=O)CCC(=O)N(c2cccc(F)c2)C(C(=O)NC2CCCC2)c2ccncc2)no1 (configuration not stated),-0.2,0.025,5%,-4,0.9,-3,0,8,0.79
O=C(CSc1nnc(-c2ccc(Br)cc2)n1C1CCCCC1)N1CCCC1,-0.41,/,3%,-2,0.8,4,6,29,0.21
O=C(Nc1ccc(S(=O)(=O)N2CCN(Cc3ccccc3)CC2)cc1)c1cnccn1,-0.69,-1.7,4%,16,0.9,26,-15,-40,-0.89
N#Cc1cc2ccccc2nc1SCC(=O)Nc1ccc(S(=O)(=O)N2CCCC2)cc1,0.022,2.5*,1%,13,0.7,5,19,-9,-0.21
CCn1c(COc2ccc(Cl)c(C)c2)nnc1SCC(=O)N1CCCC1,-1.4,-0.16,7%,0,0.8,12,/,-7,0.69
Cc1nn(-c2ccc(C(=O)O)cc2)c(=O)c2ccccc12,0.73,-0.44,6%,-13,0.9,19,7,9,1.4
Cc1ccc2[nH]c(=O)c(CN(CCCO)S(=O)(=O)c3c(C)ccc4nsnc34)cc2c1,0.12,-0.21,5%,-1,0.9,10,-8,-7,-0.21
Cc1nc2nc(-c3ccccc3)cn2nc1C,0.36,/,4%[fluoresces],/,1,-28,-7,-55,0.88
Cc1nn(C/C(C#N)=N\O)c(C)[n+]1N,0.33,-1.8,5%,0,1,14,-17,1,0.22
c1ccc(OCCSc2nnnn2C2CCCCC2)cc1,0.21,-0.11,4%,3,1,-34,26,11,-0.12
O=C1CCCc2[nH]nc(-c3cccnc3)c21,0.29,-0.13,6%,/,0.9,-3,-26,-6,-1.3
O=S(=O)(O)c1nnc2sc3ccccc3n12,0.015,0.33,5%,-6,0.8,6,-19,-9,-0.46
CCCCc1nc2ccccc2c(=O)n1NC(=O)c1c(O)c2c(n(CC(C)C)c1=O)CCCC2,0.59,0.69,4%,1,0.9,6,14,-11,0.77
Cc1c(/C(O)=C2/C(=O)C(=O)N(CCN3CCOCC3)C2c2ccco2)cnn1-c1ccccc1 (configuration not stated),1.4,-1.1,12%,-2,1,13,-7,-26,-0.5
COC(=O)C1=C(C)NC2=C(C(=O)CCC2)C1c1ccccn1 (configuration not stated),-0.5,0.33,5%[fluoresces],2,1,7,-4,17,-0.2
O=C(CSc1nnnn1C1CCCC1)N1CCCc2ccccc21,-0.37,0.67,5%,-11,0.9,4,-6,-13,0.00027
CCOc1cccc(-c2nnc3sc(-c4cccs4)nn23)c1,-0.99,/,5%,/,0.9,/,14,0,0.31
c1ccc(Cc2nnc3sc(-c4cccnc4)nn23)cc1,-0.31,3,3%,-4,1,19,1,17,0.32
Cc1nn(Cc2ccc(Cl)c(Cl)c2)c(C)c1NC(=O)c1cc(CC(C)C)on1,-1.7,0.41,4%,-5,0.9,14,12,-14,0.6
COc1ccc(C(=O)Nc2ccc3c(c2)nc2n3CCSC2)cc1,-0.14,0.069,5%,9,0.9,2,12,57*,-0.3
COc1cc(C(=O)Nc2nc3ccccc3[nH]2)cc(OC)c1OC,-0.64,0.063,16%,8,1.2,-5,14,22,1.8
CC1CCCN(C(=O)C(Cc2ccccc2)n2cccc2)C1 (configuration not stated),-0.025,-0.51,1%,3,1,9,52,9,0.49
CCC(C)NS(=O)(=O)c1ccc(OCC(=O)NCc2ccco2)cc1 (configuration not stated),-0.26,-0.58,5%,/,0.9,12,-23,-6,-0.23
Cc1cccc(-c2noc(CN(C)S(=O)(=O)c3cc(Cl)ccc3Cl)n2)c1,0.94,-0.87,4%,1,0.9,4,44,16,0.39
Nc1nc2n(n1)C(c1ccco1)CC(c1ccc(F)cc1)N2 (configuration not stated),0.11,7*,4%,1,0.9,5,-10,-2,2.3*
CC1CCN(CC(=O)NCc2ccccc2)CC1,0.67,0.034,2%,-7,0.9,13,-6,9,-0.14
c1ccc2oc(NC3=NCN(CC4CCCO4)CN3)nc2c1 (configuration not stated),-0.36,/,1%,1,1,-7,-8,30,0.054

# 3 compounds from above, limited to M1 agonist and D1 allo mod:
smiles,M1 agonist,D1 allo mod
Cc1cc(NC(=O)CCC(=O)N(c2cccc(F)c2)C(C(=O)NC2CCCC2)c2ccncc2)no1 (configuration not stated),0.79,0.025
O=C(CSc1nnc(-c2ccc(Br)cc2)n1C1CCCCC1)N1CCCC1,0.21,/
O=C(Nc1ccc(S(=O)(=O)N2CCN(Cc3ccccc3)CC2)cc1)c1cnccn1,-0.89,-1.7

# More compounds
SMILES,M1 antagonist,D1 allo mod,NADH enzymes,Jurkat viability,TNAP act mid DEA,HEK293 NFkB inh,tolC growth inh,SF-1 act,M1 agonist
CCN1C(=S)SC(=O)C1=C1C=C(C)N(CCO)C(C)=C1,1.8,0.055,4%,/,0.8,-23,-5,44,-0.0025
O=C(CCn1c(=O)sc2ccccc21)NCc1ccco1,-0.34,/,0%,/,/,5,-18,12,0.24
O=C(CCCCCN1C(=O)c2ccccc2C1=O)NC1CCCC1,0.042,0.88,7%,-4,0.9,6,-11,-17,0.66
Cc1cc(NCCN2CCOCC2)n2ncc(-c3ccc(Cl)cc3)c2n1,0.095,/,10%[fluoresces],-3,0.9,-6,-17,-5,-1.2
O=C(c1ncn[nH]1)N1CCN(c2nc(-c3ccccc3)cs2)CC1,-1.1,0.49,3%,7,1,-10,11,39,1.1
CCOC(=O)CN1C(=O)c2ccccc2C1=O,-0.27,/,2%,5,1,11,-10,-4,0
Cc1ccc(NC(=O)CN2C(=O)NC3(CCC(C)CC3)C2=O)c(Cl)c1 (configuration not stated),0.29,-1.3,8%,3,0.9,13,-4,-17,0.73
Cc1ccccc1-c1noc(-c2ccccc2C(=O)N2CCCC2)n1,/,-0.022,6%,-7,0.9,26,11,-10,/
CCn1c(NCc2cc(OC)ccc2OC)nc2ccccc21,0.48,-2.6,2%,4,0.9,-7,-11,-4,0.48
Cc1[nH]c2ccccc2c1Cc1nnc(SCC(=O)NCc2ccco2)o1,-0.28,0.93,1%,-6,0.8,10,3,20,-0.79

# As entered above.
# In M1 agonist, Cc1ccc(NC(=O)CN2C(=O)NC3(CCC(C)CC3)C2=O)c(Cl)c1 (configuration not stated) shows 0.73
# In NADH enzymes, Cc1ccccc1-c1noc(-c2ccccc2C(=O)N2CCCC2)n1 shows 6%

# (more compounds)
SMILES,M1 antagonist,D1 allo mod,NADH enzymes,Jurkat viability,TNAP act mid DEA,HEK293 NFkB inh,tolC growth inh,SF-1 act,M1 agonist
O=C(NCc1csc(-c2ccccc2)n1)c1ccco1,0.62,/,4%,-3,0.9,12,18,24,-1.7
CCN(Cc1ccccc1)Cc1c(F)cccc1F,0.68,-0.36,11%,1,1,18,-13,-14,-0.061
CCn1c(C(=O)N2CCC(C(=O)NCc3cccs3)CC2)cc2sccc21,0.071,-0.28,3%,-7,1,14,13,0,-0.51
Cc1cccc(NC(=O)c2cc(NC(=O)c3ccco3)ccc2N2CCCCC2)c1,0.48,0.57,3%[fluoresces],-5,0.9,13,-6,24,0.83
CCOC(=O)C1=C(N2CCCCC2)c2cc3c(n2C1=O)CCCC3,-0.46,1.6,8%,10,0.8,5,32,-2,0.98
CCN1CCN(C(c2ccc(OC)c(OC)c2)c2nnnn2C(C)(C)C)CC1 (configuration not stated),-0.82,-0.16,10%,5,0.9,12,-3,3,0.24
O=S(=O)(Nc1ccc(N2CCOCC2)cc1)c1cccs1,-0.39,0.0068,0%,8,0.9,14,-8,-6,0.19
O=C(c1cccn2c(=O)c3cc(Br)ccc3nc12)N1CCN(c2ccccn2)CC1,0.1,0.51,8%,/,0.9,26,-4,-14,-0.38
Cn1c2ccccc2c2cnn(CC(=O)N3CCN(c4ncccn4)CC3)c(=O)c21,-0.45,-0.33,9%,9,0.9,16,-4,9,0.44

# With a hit mark in M1 antagonist (from the list above):
compound | M1 antagonist | D1 allo mod | NADH enzymes | TNAP act mid DEA | HEK293 NFkB inh | M1 agonist
CC1CCN(c2nc3ccccc3nc2C(C#N)C(=O)OC2CCCCC2)CC1 (configuration not stated) | 1.5* | -0.44 | 6% | 0.9 | 10 | 3.2

# Source: PubChem (several laboratories)
